Source: PubChem
Sm TGR block: S. mansoni TGR enzyme inhibition; hit rate 3% among 360,000; AID 485364; purified TGR, DTNB reduction, TNB absorbance 405 nm; Potency, µM (titrated, usually from 114 µM), for inactives: top-dose activity change, negative = inhibition, most hits filed as inhibitors; note: nearly all actives have a fitted effect of over 60% in size
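Kinetic colorimetric format: TGR-catalysed, NADPH-driven DTNB reduction monitored via TNB absorbance. Enzyme dispensed at 20 nM; compound exposure 15 min at room temperature before reaction start.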
HCV inh: HCV inhibition. Huh7.5.1 HCVcc-Cre infection, luciferase reporter, 44 h. Potency, µM (series often up to 41.8 µM), for inactives: at the top dose activity change, negative = inhibition, usual class: inhibitors. hit rate 3.4% among 340,000
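Seed cells (1,000/well) for 4 h; treat with compound and infect with HCVcc-Cre, moi about 0.5. Incubate 44 h, then detect luciferase activity.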
TbPYK inhibitor: T. brucei pyruvate kinase inhibition; Q57TT1; TbPYK enzyme, Kinase-Glo Plus ATP luminescence, 45 min; Potency, µM (doses to about 76.8 µM), for inactives: at the top dose activity, negative = inhibition, hits mostly inhibitors; hit rate 0.12% among 410,000; note: nearly all actives have a fitted effect of over 50% in size
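Quantitative HTS: titrated library compounds versus trypanosomal pyruvate kinase in TEA buffer (pH 7.2) containing KCl, MgCl2, BSA and Tween-20. Reactions were initiated with ADP, 130 uM final. Kinase-Glo Plus luminescence was read after 45 min at RT.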
Pf growth 48h: inhibits P. falciparum growth in the first generation, 48 h. P. falciparum luciferase growth in erythrocytes, 48 h. Potency, µM (series often up to 28.7 µM), inactives show at the highest dose activity change, negative = inhibition, most hits filed as inhibitors. hit rate 5.9% among 310,000. AID 504832
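A one-generation exposure of luciferase-tagged malaria parasites in RPMI 1640/Albumax erythrocyte culture, 37 C and 5% CO2. Inhibition is inferred from decreased luminescence after adding detection reagent.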
LmPK inhibitor: blocks Leishmania mexicana pyruvate kinase activity; hit rate 0.37% among 290,000; AID 1721; Q27686; Potency, µM (highest dose often 57.5 µM), without a hit: top-dose activity change, negative = inhibition, most hits filed as inhibitors; purified LmPK, Kinase-Glo ATP luminescence, 1 h
Target sequence (Q27686 whole entry, looked up): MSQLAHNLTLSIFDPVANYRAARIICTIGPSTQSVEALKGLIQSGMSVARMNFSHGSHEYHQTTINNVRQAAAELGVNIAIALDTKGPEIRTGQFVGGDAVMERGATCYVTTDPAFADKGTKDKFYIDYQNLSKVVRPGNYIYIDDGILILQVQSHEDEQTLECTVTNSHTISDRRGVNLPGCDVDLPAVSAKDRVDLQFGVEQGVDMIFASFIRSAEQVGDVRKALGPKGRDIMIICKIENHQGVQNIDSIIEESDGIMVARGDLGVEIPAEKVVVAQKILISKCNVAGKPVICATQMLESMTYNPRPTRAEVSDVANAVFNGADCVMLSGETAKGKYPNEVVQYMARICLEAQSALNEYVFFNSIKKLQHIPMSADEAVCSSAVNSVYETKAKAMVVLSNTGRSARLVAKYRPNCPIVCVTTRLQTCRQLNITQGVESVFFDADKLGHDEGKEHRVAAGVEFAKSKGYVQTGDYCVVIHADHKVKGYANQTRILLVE
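Pyruvate kinase activity monitored as ATP production (luciferase luminescence). Conditions: 0.1 nM enzyme, 0.5 mM PEP, 0.1 mM ADP, 1 h, RT; normalized against uninhibited and no-enzyme wells.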
Pf growth 96h: P. falciparum growth inhibition at 96 hour, primary screen for plastid delayed-death inhibitors. AID 504834. Potency, µM (doses to about 28.7 µM), for inactives: at the highest dose activity change, negative = inhibition, hits mostly inhibitors. hit rate 6.9% among 320,000. P. falciparum luciferase reporter growth, 96 h
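Two-generation exposure (96 h) targets delayed-death phenotype. Reporter parasites carrying integrated firefly luciferase, in red cells at 2% hematocrit and 0.05% parasitemia final, kept at 37 C, 5% CO2; luminescence loss indicates inhibition.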
* marks the source's active call; other numbers are inactive results; ? = inconclusive; . = not tested or not shown; & = joins results of further samples; [ ] = remark or other dose. Calls come from the whole dose curve; as a rule, active = well fitted curve in the direction sought with a large enough effect; inconclusive = small, poorly fitted or top-dose-only effect, or another doubt; inactive = no such curve, though single readings can be large; an effect the other way counts as inactive or inconclusive. % is set by controls: 0 for no effect and ±100 for the full control effect; potency is the fitted concentration of half-maximal effect.

Below each compound – TbPYK inhibitor	Pf growth 96h	LmPK inhibitor	HCV inh	Pf growth 48h	Sm TGR block
1) O=c1oc(CCCO)cc2ccc(C#CC3(O)CCCCC3)cc12
    7%	?	.	?	42%[activator]	-21%
2) O=C(O)c1cnc(-c2ccccc2)nc1Oc1ccccc1
    -7%	27%	1%	3.5µM*	4%	-6%
3) CCCNC(=S)N1CCC(c2nc3cc(C)c(C)cc3[nH]2)CC1
    -11%	46%[activator]	-3%	-9%	-1%	5%
4) COc1ccc(S(=O)(=O)N(c2onc(C)c2Cl)S(=O)(=O)c2ccc(OC)cc2)cc1
    1%	5%	0%	7%	1%	-12%
5) Cc1ccc(NS(=O)(=O)c2ccc(-c3coc(C)n3)cc2)c(Br)c1
    3%	?	7%	-9%	22%	4%
6) O=C(NCCc1c[nH]c2ccccc12)c1cnc2sccn2c1=O
    1%	87%[activator]	-2%	4%	.	-2%
7) COc1ccc(CC(=O)NC(C)c2nnc(SCCOc3ccc(OC)cc3)n2C)cc1 (stereo unspecified)
    -7%	-5%	5%	?	.	-10%
8) Cc1ccc(S(=O)(=O)CCNC(=O)Cc2ccc(Cl)cc2)cc1
    1%	-7%	1%	-7%	-25%	10%
9) CSc1ccccc1NC(=O)CN(C)C(=O)C1CCN(C(=O)Nc2ccccc2)CC1
    4%	3%	.	-1%	?	-11%
10) CC(C(=O)c1ccccc1)N1C(=O)c2ccccc2C1=O (stereo unspecified)
    -1%	-2%	1%	1%	2%	-2%
11) O=[N+]([O-])c1ccc(/C=N/N/C(=N/c2ccccn2)c2ccccn2)cc1
    -6%	293%[activator]	-11%	-18%	81%[activator]	-2%
12) Cc1cc(C)n(CCN(C)C(=O)C2CCC(=O)N(CCc3cccc(F)c3)C2)n1 (stereo unspecified)
    -14%	?	1%	3%	22%	0%
13) Cc1cc(NS(=O)(=O)c2ccc(NC(=O)CN3C(=O)c4ccccc4C3=O)cc2)nc(C)n1
    -1%	113%[activator]	0%	8%	32%[activator]	-26%
14) COC(=O)C(CC(C)C)NC(=O)/C=C/c1ccc(Cl)cc1 (stereo unspecified)
    2%	54%[5.75 µM]	2%	4%	?	2%
15) Cc1ccccc1CN1CCN(S(=O)(=O)c2ccc(Cl)s2)CC1
    -19%	13µM*	-1%	.	13%	0%
16) Cc1nn(-c2ccccc2)c(C)c1/C=N/NC(=O)CSc1nnc(SCc2cccc3ccccc23)s1
    -4%	10µM*	1%	14µM*	-26%	1%
17) Brc1ccc(C[n+]2ccccc2)cc1
    -3%	7.4µM*	.	7.9µM*	2.9µM*	2%
18) O=C(CCn1c(=O)oc2ccccc21)Nc1cccc(Br)c1
    -9%	?	11%	-1%	12%	-2%
19) CCCCC(=O)O[C@]1(C(=O)CO)CC[C@H]2[C@@H]3CCC4=CC(=O)CC[C@]4(C)[C@H]3[C@@H](O)C[C@@]21C
    2%	?	-3%	-8%[8.37 µM]	?	-8%
20) O=C(C1CCN(C2CCN(C/C(Cl)=C/c3ccccc3)CC2)CC1)N1CCOCC1
    -13%	10µM*	1%	?	-11%	-1%
21) CCOc1ccc(C(=O)O/N=C(\N)c2ccccn2)cc1OCC
    8%	66%[activator]	-4%	13µM*	-97%	-22%
22) O=C(NCc1ccco1)C1CCCN1C(=O)Nc1ccc(Cl)cc1 (stereo unspecified)
    ?	?	-1%	-8%	12%	4%
23) Cc1ccc(-c2c(C(=O)NCc3ccccc3)oc(=O)c3ccccc23)cc1
    1%&-15%	-104%	2%	8%	-3%	2%&10%
24) Cc1cccc(CCNCc2cc3cc(C)cc(C)c3[nH]c2=O)c1
    0%	-8%	1%	2%	23%	-14%
25) COc1ccc(-c2cc(CNC(=O)CCl)on2)cc1
    -10%	1.5µM*	0%	?	2.9µM*	35µM*
26) CC(OC(=O)c1ccncc1)C(=O)Nc1ccc([N+](=O)[O-])cc1Cl (stereo unspecified)
    -5%	97%	-14%	4%	37%	-1%
27) O=C(CC1SC(=Nc2ccccc2)N(CCc2ccccn2)C1=O)Nc1ccc(F)cc1 (stereo unspecified)
    -2%	4.7µM*	2%	-7%	?	-4%
28) O=C(COC(=O)c1c(Cl)cccc1Cl)Nc1cc(Cl)ccc1Oc1ccccc1
    -7%	?	0%	-9%	13µM*	-5%
29) CN1C[C@H](CO)C[C@@H]2c3cccc4[nH]cc(c34)C[C@H]21
    -8%	6%	1%	14%	-2%	22%
30) O=C(Cc1cccs1)Nc1cccnc1
    0%	21%	-4%	6%	9%	0%

(listing goes on)
Below each compound – TbPYK inhibitor	Pf growth 96h	LmPK inhibitor	HCV inh	Pf growth 48h	Sm TGR block
31) Cn1ncc2c(N3CCN(c4ccccc4F)CC3)ncnc21
    -2%&-6%	.	-3%	?	?	8%&5%
32) COCc1c(C(=O)N(C)Cc2ccccc2N2CCCC2)oc2ccccc12
    -3%	9.3µM*	.	?	?	0%
33) CCN1CC(CN(C)Cc2nc(-c3ccc(Cl)cc3)no2)CC1=O (stereo unspecified)
    0%	24%	1%	11µM*	8%	-5%
34) O=C(N[C@@H](Cc1ccccc1)C(=O)OCc1ccccc1)c1nc[nH]c1C(=O)NC1CCNCC1
    5%	?	.	16%	?	-4%
35) CC(c1ccccc1)C1CC(=O)N(c2cc(Cl)ccn2)C1=O (stereo unspecified)
    2%	0%	6%	-1%	58%[activator]	-13%
36) CN(C)P(=S)(Nc1ccccc1)C(Cl)(Cl)Cl (stereo unspecified)
    -1%	8.3µM*	5%	2%	12µM*	1%
37) CCOc1ccc(N/C=C/C(=O)c2cc(OC)c(OC)c(OC)c2)cc1
    -9%	8%	0%	?	-4%	0%
38) CCc1nc(N2CCCCC2C)c2oc3ccccc3c2n1 (stereo unspecified)
    -6%	?	6%	?	?	8%
39) COc1ccc(CNS(=O)(=O)NCc2ccccc2)cc1OC
    5%	2%	0%	?	-16%	4%
40) CCc1ccc(NC2=CC(=O)CC(c3ccco3)C2)cc1 (stereo unspecified)
    2%	0%	2%	-26%	?	?
41) O=c1c2ccccc2[se]n1-c1ccccc1
    8.9µM*	?	22µM*	-4%[8.37 µM]	?	?
42) CCN1C(=O)c2cccc3c(S(=O)(=O)Nc4ccc(OC)cc4OC)ccc1c23
    49%[activator]	?	1%	22%	-22%	3%
43) Cc1ccc(/C=N/NC(=O)NC23CC4CC(CC(C4)C2)C3)o1
    -9%	?	6%	20%	?	?
44) Cc1ccc(C(=O)CCC(=O)NCc2ccc(Cl)cc2)cc1
    -4%	-20%	.	36%[activator]	?	?
45) O=C(COC(=O)CSc1ccc([N+](=O)[O-])cc1)NCc1ccco1
    1%	30%	.	1%	7%	?
46) CC(C)c1ccc(/C=C2\NC(=S)N(Cc3cccnc3)C2=O)cc1
    -15%	?	9%	-29%	?	5%
47) CCn1c(C)cc(/C=C2/SC(=S)N(CC(=O)O)C2=O)c1C
    -9%	-3%	-2%	22%	17%	-5%
48) CCCC(=O)OC(C(=O)Nc1cc(C(F)(F)F)ccc1Cl)c1ccccc1 (stereo unspecified)
    -10%	13µM*	1%	-7%	13µM*	3%
49) CCn1c(SCC(=O)NC2CCCC2)nnc1-c1ccco1
    -2%	-21%	0%	3%	3%	-14%
50) CC1CC(C)CN(CCCNC(=O)CN2C(=O)CSc3ccc(S(=O)(=O)N4CCOCC4)cc32)C1 (stereo unspecified)
    -12%	?	2%	9%	-1%	-5%
51) COc1ccc(S(=O)(=O)NCC(=O)N(CC(=O)NCc2ccco2)Cc2ccc(F)cc2)cc1
    2%	?	11%	?	-8%	3%
52) COc1ccc(NC(=O)CCNS(=O)(=O)c2ccc3c(c2)CCC(=O)N3)cc1
    -5%	?	-3%	9%	9%	6%
53) CCOC(=O)Cc1cc(=O)n2[nH]c(-c3ccccc3)c(-c3ccccc3)c2n1
    -1%	?	-5%	3%	7%	0%
54) COCCN(C(=S)Nc1ccccc1OC)C1CCN(C(C)C)CC1
    -4%	-16%	-6%	-2%	8%	1%
55) CCOC(=O)C(C)NC(=O)CCc1nnc2ccc(N3CCCCC3)nn12 (stereo unspecified)
    -26%	19%	2%	-7%	.	-13%
56) O=c1oc2ccccc2cc1-c1csc(Nc2nc3ccc(F)cc3s2)n1
    .	?	-2%	-4%	2%	-7%
57) Cc1ccc(NC(=O)c2sc3nc(CCl)[nH]c(=O)c3c2C)c(C)c1
    -2%	?	0%	11µM*	?	20µM*
58) CCN(CCn1cccn1)C(=O)C1CCC(=O)N(CCc2cccc(F)c2)C1 (stereo unspecified)
    -3%	2%	1%	-11%	7%	0%
59) CCN(CC)C(=O)CSc1nnc(-c2ccc(S(=O)(=O)N3CCCC3)cc2)o1
    -4%	.	-5%	1%	?	18%
60) COc1ccc(Nc2cc(C(=O)NCCCN3CCOCC3)c3ccccc3n2)cc1
    5%	57%[activator]	-12%	6%	3%	0%

Reformatted with each value named: 4 of the compounds above.
[34] O=C(N[C@@H](Cc1ccccc1)C(=O)OCc1ccccc1)c1nc[nH]c1C(=O)NC1CCNCC1
- TbPYK inhibitor = 5%
- Pf growth 96h = ?
- LmPK inhibitor = .
- HCV inh = 16%
- Pf growth 48h = ?
- Sm TGR block = -4%
[35] CC(c1ccccc1)C1CC(=O)N(c2cc(Cl)ccn2)C1=O (stereo unspecified)
- TbPYK inhibitor = 2%
- Pf growth 96h = 0%
- LmPK inhibitor = 6%
- HCV inh = -1%
- Pf growth 48h = 58%[activator]
- Sm TGR block = -13%
[36] CN(C)P(=S)(Nc1ccccc1)C(Cl)(Cl)Cl (stereo unspecified)
- TbPYK inhibitor = -1%
- Pf growth 96h = 8.3µM*
- LmPK inhibitor = 5%
- HCV inh = 2%
- Pf growth 48h = 12µM*
- Sm TGR block = 1%
[37] CCOc1ccc(N/C=C/C(=O)c2cc(OC)c(OC)c(OC)c2)cc1
- TbPYK inhibitor = -9%
- Pf growth 96h = 8%
- LmPK inhibitor = 0%
- HCV inh = ?
- Pf growth 48h = -4%
- Sm TGR block = 0%

(continued)
Below each compound – TbPYK inhibitor	Pf growth 96h	LmPK inhibitor	HCV inh	Pf growth 48h	Sm TGR block
61) CCn1nnnc1SCC(=O)N(C)C1CCS(=O)(=O)C1 (stereo unspecified)
    2%	-1%	.	19%	-5%	0%
62) O=C(NCCc1ccccn1)C1CCCN1S(=O)(=O)c1ccc(Cl)cc1 (stereo unspecified)
    -2%	5%	1%	25%	16%	8%
63) CCCCCCCCCC(=O)Nn1cnc2ccccc2c1=O
    1%	?	0%	10%	29%	0%
64) COc1ccccc1OC[C@H](O)CO
    -3%	40%[activator]	-7%	-54%	34%[activator]	10%
65) Cc1ccc(-c2noc(C3CCCN(C(=O)c4ccc(F)cc4F)C3)n2)cc1 (stereo unspecified)
    -2%	?	1%	?	-24%	4%
66) O=C(Nc1ccc(Cl)cc1Cl)N1CCN(c2ncccn2)CC1
    6%	25%	0%	-26%	33%[activator]	15%
67) COc1ccc(CN2C=C3C(=O)C(C)(OC(=O)CCc4ccccc4)C(=O)C=C3C=C2c2ccc(C#N)cc2)cc1 (stereo unspecified)
    -5%	?	-6%[11.5 µM]	-14%	9.3µM*	-6%

Another view of part of the listing above.
(65) Cc1ccc(-c2noc(C3CCCN(C(=O)c4ccc(F)cc4F)C3)n2)cc1 (stereo unspecified)
(67) COc1ccc(CN2C=C3C(=O)C(C)(OC(=O)CCc4ccccc4)C(=O)C=C3C=C2c2ccc(C#N)cc2)cc1 (stereo unspecified)

assay / compound	65	67
TbPYK inhibitor	-2%	-5%
Pf growth 96h	?	?
LmPK inhibitor	1%	-6%[11.5 µM]
HCV inh	?	-14%
Pf growth 48h	-24%	9.3µM*
Sm TGR block	4%	-6%
